Assay outcomes deposited in PubChem by Small Molecule Screening Facility, UW Madison.
RMI-FANCM inh = inhibitors of human RMI core complex binding to FANCM MM2; Fluorescence polarization, RMI core complex with F-MM2 peptide; hits give low values; FP signal (polarization) at 33 µM; 70,000 compounds, 0.58% hits; AID 1159607; in the data active = FP signal below about 40; note: inactives centre near 61; strong numbers were not always called active; unit not given here
Starred values were filed as active, the others as inactive; & = joins results of further samples; ! = not active in a repeat. Not all compounds are listed; the hit share may differ from the screen's.

SMILES	RMI-FANCM inh
COCCn1c(=S)[nH]c2cc(C(=O)NCc3ccccn3)ccc2c1=O	63
O=C(NNC(=O)c1ccco1)c1ccc(=O)n(Cc2ccccc2)c1	61
CC1(C)CC(NC(=O)CN2CCCCC2)CC(C)(C)N1	53
Cc1cc(-c2nnc(NC(=O)c3cccc(S(=O)(=O)C(C)C)c3)o2)nn1C	62
CCOC(=O)C1CCN(C(=O)CCc2nc3sc4c(c3c(=O)[nH]2)CCC(C(C)(C)C)C4)CC1 (configuration not stated)	62
O=C1NCCN1CCNS(=O)(=O)c1cc(Cl)sc1Cl	57
CC(C(=O)O)c1ccc(CC2CCCC2=O)cc1 (configuration not stated)	47&61
Cc1cc2c(n1-c1cccc(C(=O)O)c1)CC(C)(C)CC2=O	59
O=C(CNC1CCCCC1)Nc1cc(Cl)cc(Cl)c1	67
CCOC(=O)N1CCN(S(=O)(=O)c2ccc(C(=O)N(CCN(CC)CC)c3nc4c(F)cccc4s3)cc2)CC1	79
Cc1ccc(NS(=O)(=O)c2ccc3c(c2)C(=O)c2ccccc2C3=O)c(C)c1	56
CN(C)S(=O)(=O)c1cc(S(=O)(=O)N(C)C)c(Cl)s1	51
O=C(NC(NCc1ccccc1)C(Cl)(Cl)Cl)c1ccc(F)cc1 (configuration not stated)	62
O=C1ON(c2ccccc2)C(=O)/C1=C/c1ccccc1	59
O=C(Nc1ccc(S(=O)(=O)Nc2nccs2)cc1)c1cccs1	68
Cc1nn(-c2ccccc2)c2sc(C(=O)NCC3CCCO3)cc12 (configuration not stated)	58
COc1ccc(-c2noc(-c3cccn(CC(=O)Nc4ccc(C)c(F)c4)c3=O)n2)cc1OC	133
O=C(NCCCn1nc(-c2ccc(F)cc2)ccc1=O)Nc1ccc2c(c1)OCCO2	65
CC(CNC(=O)C1CCN(c2ncnc3c2sc2ncccc23)CC1)c1ccccc1 (configuration not stated)	64
COCCn1c(=NC(=O)C2CC2)sc2cc(C)ccc21	69
CCOc1ccc(-c2cn3c(CC(=O)NCC4CCCO4)csc3n2)cc1 (configuration not stated)	62
O=C(CS(=O)(=O)Cc1ccccc1)Nc1nc2c(F)cccc2s1	62
Cc1cc(C)c(NC(=O)CCc2ccccc2)c(Cl)c1	64
CC(=O)Nc1cccc(NC(=O)CCCn2nc(-c3ccco3)ccc2=O)c1	68
COc1ccc(/C=C/c2cc(C(C)(C)C)[o+]c(C(C)(C)C)c2)cc1	81
CCCOc1ccc(-c2csc(NC(=O)COc3ccccc3)n2)cc1	69
CCOC(=O)c1cccc(NC(=O)CSc2nccn3nc(-c4ccccc4OC)cc23)c1	134
COc1ccc(N2CCN(S(=O)(=O)c3cccc(Cl)c3)CC2)cc1	56
COC(=O)c1ccc(C(=O)Nc2nc3c(C)c(Cl)ccc3s2)cc1	64
O=C(O)CNC(=O)CN1C(=O)c2cc(Cl)c(Cl)cc2C1=O	58
O=[N+]([O-])c1ccc(CSc2nnc(-c3cccc(S(=O)(=O)N4CCCC4)c3)o2)cc1	61&59
Cc1ccc(-c2cc(CC(=O)Nc3nccs3)no2)cc1	73
Cc1ccc(C)c2sc(N(Cc3ccccn3)C(=O)c3cccc(S(C)(=O)=O)c3)nc12	62
CC(=O)c1ccc(OCC(O)CN2CCC(C(N)=O)CC2)cc1 (configuration not stated)	57
COc1cc(/C=N\NC(=O)COc2cccc3ccccc23)cc(Br)c1O	57
Cc1ccc(Cl)c2sc(N(CC3CCCO3)C(=O)c3ccn(C)n3)nc12 (configuration not stated)	66
COc1ccc(/C=C/C(=O)Nc2nc(C)c(C(C)=O)s2)cc1OC	64
O=C(CSc1nnc(NC(=O)Nc2ccccc2)s1)NCc1ccco1	51
Cc1ccc(N2CC(=O)N(N)CC2=O)cc1	57
O=C(Cc1csc(Nc2ccc(OC(F)(F)F)cc2)n1)Nc1cccnc1	64
CS(=O)(=O)Nc1ccc([N+](=O)[O-])cc1Oc1ccccc1	54&58&47
CCCOc1ccc(S(=O)(=O)NCc2ccc3c(c2)OCO3)cc1	78
NNC(=O)c1csc(-c2cccc(-n3cccc3)c2)n1	57
CC(C)(C)n1ncc2c(=O)n(CCC(=O)NCc3ccccc3Cl)cnc21	75
CCOC(=O)N1CCc2c(sc(N)c2-c2nc3ccccc3s2)C1	76
OC(COc1ccc2c(c1)OCO2)CN1CCCC1 (configuration not stated)	60
COc1ccc(N/C=C(\C#N)c2nc(-c3ccc(Cl)cc3Cl)cs2)c([N+](=O)[O-])c1	58
S=c1[nH]nc2n1CCCN2	61
CCOC(=O)c1ccc(NC(=O)CSc2ncnc3c2nnn3Cc2ccccc2)cc1	62
COc1ccc(C(=O)CSc2ccc(-c3ccc(-n4cccn4)cc3)nn2)cc1	64
O=[N+]([O-])c1c(N2CCOCC2)ccc2nsnc12	55
CCn1ccc(C(=O)N=c2sc3cccc(F)c3n2CCOC)n1	64
Cc1ccc(C)c2sc(N(Cc3cccnc3)C(=O)Cc3ccc(F)cc3)nc12	105
O=C(Nc1ccc(Br)cc1-c1nc2ccccc2[nH]c1=O)c1ccccc1	71
COc1ccc(CCC(=O)Nc2ccc3c(c2)CN(C(=O)C2CC2)CC3)cc1	67
Cn1cc(-c2ccccc2C(N)=O)c(=O)c2ccccc21	59
CC1CN(S(=O)(=O)c2ccc(Cl)c(C(F)(F)F)c2)CC(C)O1 (configuration not stated)	69
Cc1c(NS(=O)(=O)c2cccs2)c(=O)n(-c2ccccc2)n1C	61
Cc1nnc2ccc(OCCNC(=O)Nc3ccc(F)cc3F)nn12	68
COc1ccc(C2NC(=O)C(C#N)=C(S)N2c2ccccc2)cc1OC (configuration not stated)	62
(continued)
SMILES	RMI-FANCM inh
Cc1nc(CSc2nnc3scc(-c4ccccc4)n23)cs1	61
CC1(C)OC(=O)C(=NNc2cc(C(F)(F)F)cc(C(F)(F)F)c2)C(=O)O1	55
Cc1ccc(-n2cc(C(=O)NC3CC3)nn2)cc1	59
O=C(Nc1nc(CC(=O)N2CCc3ccccc3C2)cs1)C1CC1	56
O=S(=O)(c1ccc(Cl)cc1)N1CCC(c2nnc(-c3ccco3)s2)CC1	66
NS(=O)(=O)c1ccc(CCNC(=O)Cc2csc(SCc3ccc(Cl)cc3)n2)cc1	55
CCOc1ccc(OCCNS(C)(=O)=O)cc1	62
Cc1ccc(NC(=O)CSc2nnc3n(C)c(=O)c4ccc(C(=O)NC5CCCC5)cc4n23)cc1	105
CCOc1ccc(-n2c(C)cc(C(=O)CN3CCC(C)CC3)c2C)cc1	61
Cc1nnc(NC(=O)CCN2C(=O)c3ccccc3S2(=O)=O)s1	53
CCOC(=O)c1nn(-c2ccccc2C)c(=O)cc1N1CCN(c2cccc(Cl)c2)CC1	57
COc1cccc(CSc2nc(C)c(CC(=O)N3CCC(C(N)=O)CC3)c(=O)[nH]2)c1	62
C=C1C([C@]2(C)C(CC(=O)OC)[C@@](C)(COC(C)=O)OC(=O)C[C@@H]2OC(C)=O)[C@@H](OC=O)[C@H](OC(=O)C(O)C(C)CC)[C@@]2(C)[C@H](c3ccoc3)CC(=O)C12O (some centres not stated)	61
Cc1ccc(C2(O)C(=O)c3ccccc3C2=O)c(O)c1C	51
O=C(NCC1CCN(C2CCCC2)CC1)C(=O)Nc1ccc(F)cc1F	75
C=CCNC(=O)C(=O)NCC(c1ccc(N(C)C)cc1)N(C)C (configuration not stated)	53
Cc1nc(N)n(C)c(=O)c1C	60
O=C(c1ccco1)N1CCc2ccc(NS(=O)(=O)Cc3ccccc3)cc21	65
CSc1ccccc1NC(=O)CCCn1nc(-c2ccc(C)cc2)ccc1=O	69
Cc1ccc(NC(=O)CSc2nc3c(sc(=S)n3-c3ccc(Cl)cc3)c(=O)[nH]2)cc1F	60
CCc1ccc(N2C(=O)C3N=NN(c4cccc(OC)c4)C3C2=O)cc1 (configuration not stated)	64
Cc1cccc(S(=O)(=O)NCCOc2ccccc2)c1	60
Cc1cccnc1NC(=O)C1CCCN(c2ccc(-c3ccccc3)nn2)C1 (configuration not stated)	69
CN1CCN(C(CNC(=O)C(=O)Nc2ccc([N+](=O)[O-])cc2)c2ccc(F)cc2)CC1 (configuration not stated)	52
O=C(CN1CCSC1=NCc1ccccc1)c1ccc(Cl)c(Cl)c1	80
Cc1ccc(-c2cc(-c3ccco3)c3c(N)c(C(=O)NNC(=S)Nc4ccccc4)oc3n2)cc1	47
O=[N+]([O-])c1ccc2c(c1)S(=O)(=O)CC2Sc1ccc(Cl)cc1 (configuration not stated)	57
Cc1ccc(NC(=O)c2ccc(=O)[nH]n2)cc1F	52
O=c1c([N+](=O)[O-])c(NCc2cccnc2)c2ccccc2n1-c1ccccc1	63
O=C(Oc1ccc(C=Nc2ccccc2Br)cc1)c1ccccn1	59
Nc1nc(SCC(=O)N2CCCC2)[nH]c(=O)c1NC(=O)c1ccccc1	72
O=C(NCc1ccc(F)cc1)C(=O)NCC(c1ccsc1)N1CCc2ccccc2C1 (configuration not stated)	65
O=C(Nc1ccccc1-c1nc2ccccc2s1)c1ccc([N+](=O)[O-])cc1	72
Nc1c(C(=O)Nc2cccc(Cl)c2)sc2nc3c(c(-c4cccnc4)c12)CCC3	59
CC1(C)CC(OC(=O)CC(=O)OC2CC(C)(C)NC(C)(C)C2)CC(C)(C)N1	63
O=[N+]([O-])c1cnc(Sc2nnc(-c3ccc(Cl)cc3)o2)s1	55
Cc1cccn2c(=O)c(C=O)c(Nc3ccc([N+](=O)[O-])cc3)nc12	2
COC(=O)CSc1nnc(SC)n1C	54
C=CCc1c(C)nc2sc(C(=O)Nc3ccc(C)cc3)c(N)c2c1C	51
O=C(O)c1ccc([N+](=O)[O-])c(CS(=O)(=O)c2ccccc2)c1	65

No new results follow: entries from further up.
SMILES	RMI-FANCM inh
COC(=O)CSc1nnc(SC)n1C	54
C=CCc1c(C)nc2sc(C(=O)Nc3ccc(C)cc3)c(N)c2c1C	51
O=C(O)c1ccc([N+](=O)[O-])c(CS(=O)(=O)c2ccccc2)c1	65

Carrying on:
SMILES	RMI-FANCM inh
O=[N+]([O-])c1ccc(NS(=O)(=O)CCCS(=O)(=O)Nc2ccc([N+](=O)[O-])cc2)cc1	72
O=C(/C=C/c1ccc(F)cc1)/C=C/c1ccc(F)cc1	58
CCn1c(SCC(=O)NCc2cccc(OC)c2OC)nc2c(-c3ccccc3)csc2c1=O	75
Cc1ccc(C)c(S(=O)(=O)NCCOc2ccc3c(c2)OCO3)c1	60
CC(C)(C)[C@]1(O)CCN2C[C@H]3c4ccccc4CCc4cccc(c43)[C@@H]2C1	43*!
CCOc1ccc(N2C(=O)N(c3cccc(C(F)(F)F)c3)C3CS(=O)(=O)CC32)cc1 (configuration not stated)	64
O=C(NCCn1ncc2c(NCCc3ccccc3)ncnc21)c1ccc(F)cc1F	64
CCN(CC)S(=O)(=O)c1ccc(C(=O)Nc2cc(C)no2)cc1	69
O=C(c1ccc(Br)o1)N(Cc1ccccc1)Cc1ccccc1	55
O=S(=O)(NCCC1=CCCCC1)c1cccc2cnccc12	57
CC(C)(C)c1ccc(C(=O)N2CCN(c3ccc4nnc(-c5ccco5)n4n3)CC2)cc1	65
CCCCCOC(=O)CCN1C(=O)/C(=C\c2ccco2)SC1=S	48
CCn1c(SCC(=O)Nc2ccccc2C(=O)OC)nc2c(-c3ccccc3)c[nH]c2c1=O	85
O=C(CCCc1ccccc1)NCCOc1ccc2nnc(-c3ccccc3)n2n1	70
CCOc1cc(Nc2ccc(NC(=O)Nc3cccc(Cl)c3)cc2)nc(C)n1	56
COc1cccc(OC)c1C(=O)NCCOc1cc(C)cc(C)c1	66
Cc1cc(C)cc(NC(=O)C(=O)NCCc2ccco2)c1	53
COc1ccccc1N(CN1CCCC1=O)C(=O)c1cccc(F)c1	65
CCN(CC)S(=O)(=O)c1ccc(C(=O)Nc2nc3ccc(Cl)cc3s2)cc1	75
Cc1ccc(S(=O)(=O)NCC(c2ccsc2)N2CCOCC2)s1 (configuration not stated)	57

In the list so far, these have a CF3 group:
SMILES	RMI-FANCM inh
O=C(Cc1csc(Nc2ccc(OC(F)(F)F)cc2)n1)Nc1cccnc1	64
CC1CN(S(=O)(=O)c2ccc(Cl)c(C(F)(F)F)c2)CC(C)O1 (configuration not stated)	69
CC1(C)OC(=O)C(=NNc2cc(C(F)(F)F)cc(C(F)(F)F)c2)C(=O)O1	55
CCOc1ccc(N2C(=O)N(c3cccc(C(F)(F)F)c3)C3CS(=O)(=O)CC32)cc1 (configuration not stated)	64

(cont.)
SMILES	RMI-FANCM inh
Cc1nc2cc(Cl)ccc2c(=O)n1Cc1ccncc1	55
CS(=O)(=O)N1N=C(c2cccs2)CC1c1ccc(Cl)o1 (configuration not stated)	73
COc1cc(C(C)=O)ccc1OCC(=O)NCCOc1cc(N2CCN(C)CC2)ncn1	60
Cc1ccc(S(=O)(=O)N(C)C)cc1NC(=O)c1cccnc1Sc1ccccc1	57
O=S(=O)(Nc1ccccc1SCc1cccc(Cl)c1F)c1cc(Cl)sc1Cl	61
O=C(Cc1cccc2ccccc12)Nc1ccc2c3c(cccc13)CC2	65
O=C(Nc1cccc(-c2nc3ccccc3o2)c1)c1cc2cc([N+](=O)[O-])ccc2s1	74
Cc1ccc(C2CC(c3ccccc3NS(C)(=O)=O)=NN2S(C)(=O)=O)cc1 (configuration not stated)	62
O=c1cc(N2CCOCC2)oc2c(-c3ccccc3)cccc12	54
O=C(CCc1csc(NC(=O)Nc2ccccc2)n1)NCCc1ccccc1	64
Cc1ccc(-n2nc3c(c2N)CSC3)cc1	60
Cc1ccnc2c1NC(=O)c1cccnc1N2C1CC1	75

Gathered by group: the compounds so far with a tert-butyl group (5)
SMILES	RMI-FANCM inh
CCOC(=O)C1CCN(C(=O)CCc2nc3sc4c(c3c(=O)[nH]2)CCC(C(C)(C)C)C4)CC1 (configuration not stated)	62
COc1ccc(/C=C/c2cc(C(C)(C)C)[o+]c(C(C)(C)C)c2)cc1	81
CC(C)(C)n1ncc2c(=O)n(CCC(=O)NCc3ccccc3Cl)cnc21	75
CC(C)(C)[C@]1(O)CCN2C[C@H]3c4ccccc4CCc4cccc(c43)[C@@H]2C1	43*!
CC(C)(C)c1ccc(C(=O)N2CCN(c3ccc4nnc(-c5ccco5)n4n3)CC2)cc1	65
